Screening data from PubChem BioAssay.
Integrin act MD – integrin-mediated muscular dystrophy alleviation activation; alpha7betagal myoblasts, beta-gal FDG fluorescence, 48 h; Potency, µM (highest dose often 38.3 µM), without a hit: at the top dose activation, actives largely listed as activators; 0.064% of 350,000 active; AID 624291;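 note: potency is the fitted concentration of half-maximal effect; 100% = response of the positive control SU9516; nearly all actives have a fitted effect of over 60% in size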
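Alpha7betagal+/- myoblasts (passage 13) were plated 16-24 hr, then exposed to compounds (1:260 dilution of DMSO stock) for 48 hours at 37C. After MPER lysis, β-galactosidase reporter activity was read as FDG fluorescence (ex 480/em 540) after 30 minutes.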
TCR activator – activates T cell receptor signaling; 330,000 tested, under 10 active; Potency, µM (doses to about 9.22 µM), for the others: top-dose activation of IL-2 secretion, usual class: activators; AID 504894; primary human leukocytes, anti-CD3, IL-2 HTRF, 48 h; note: % of control where 0% means no effect
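HTRF read-out of IL-2 secretion: europium cryptate donor excited at 320nm, d2 acceptor emission at 665nm. Cells were primary human leukocytes incubated 48 hr with compounds and a-CD3 beads, supplying TCR signal only.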
ASM inhibitor – human S-ASM enzyme inhibition; P17405; placental ASM, HMU-PC fluorogenic substrate, 60 min; Potency, µM (top dose mostly 57.5 µM), for the others: at the top dose activity change, negative = inhibition, most hits filed as inhibitors; 0.006% of 340,000 active; note: potency is the fitted concentration of half-maximal effect
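Fluorogenic HMU-PC substrate (9 uM final) is turned over by placental ASM in 60 min at 37 C after a 10 min compound preincubation. Reaction ended by alkaline stop (pH 10), with fluorescence read at 386/447 nm.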
Mito fusion yeast – mitochondrial division inhibition or fusion activation; 0.23% of 320,000 active; Potency, µM (titrated, usually from 46.1 µM), for inactives: at the highest dose growth rescue (activation), actives largely listed as activators; S. cerevisiae fusion-defective mutant growth rescue, CellTiterGlo 48 h;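 note: potency is the fitted concentration of half-maximal effect; % of control where 0% means no effect; nearly all actives have a fitted effect of over 45% in size; temperature-sensitive fusion mutants such as fzo1-1 at 37 °C on non-fermentable ethanol glycerol medium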
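S. cerevisiae fusion-defective temperature-sensitive mutants (e.g. fzo1-1, mgm1-5) grown 48 h at 37C in YPEG (ethanol/glycerol non-fermentable) medium with 23 nl compound per well; growth rescue read as CellTiterGlo luminescence.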
A-T KAP1 phos – potential ataxia-telangiectasia treatment; […] A-T fibroblasts, KAP-1 phosphorylation AlphaLISA; neocarzinostatin DNA damage 30 min before lysis; Potency, µM (titrated, usually from 57.5 µM), for the others: at the highest dose activation, hits mostly activators; 0.19% of 320,000 active; note: potency is the fitted concentration of half-maximal effect; % of control where 0% means no effect; nearly all actives have a fitted effect of over 45% in size
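hTERT-immortalized A-T patient fibroblasts ([…]), 500 cells/well in OPTI-MEM, 1% FBS, got compounds for 60 min, then NCS for 30 min at 37C. Lysates were then assayed for phospho-KAP-1 by AlphaLISA (anti-pKAP1 donor, anti-KAP1 acceptor beads), 6 hr at 25C.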
Tb PFK inh – inhibitors of T. brucei phosphofructokinase; O15648; T. brucei PFK, ADP-Glo luminescence; Potency, µM (titrated, usually from 57.5 µM), for inactives: at the highest dose activity, negative = inhibition, most hits filed as inhibitors; 0.17% of 330,000 active; AID 485367;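 note: potency is the fitted concentration of half-maximal effect; 0% = uninhibited 1x PFK enzyme wells and -100% = no-enzyme wells; nearly all actives have a fitted effect of over 60% in size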
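Luminescent ADP detection (ADP-Glo, two-step: ATP depletion then ADP-to-ATP conversion for luciferase) reported PFK activity after 45 min room-temperature reaction of 1.25 nM enzyme with 0.5 mM F6P and 0.1 mM ATP at pH 8.0.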
Chronic BCR inh – chronic active BCR signaling inhibition. ABC-DLBCL IkBa-CBG/CBR reporter, luminescence ratio, 4 h. Potency, µM (doses to about 46.1 µM), for inactives: top-dose ratio change, negative = lower green/red ratio, most hits filed as inhibitors. 0.05% of 340,000 active. AID 493014; active = well fitted inhibition curve with a large enough effect in the signal ratio, with a control signal flat, not every such curve was filed as active; inconclusive = small, poorly fitted or top-dose-only effect, or effect the other way, or a change in a side signal; the % refers to the signal ratio;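 note: potency is the fitted concentration of half-maximal effect; plate controls were basal doxycycline-induced cells for no effect and cells given 10 µM MG132 for full effect; MG132 reads +100%, hits lower the ratio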
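Concentration-response series (up to 46 uM) were applied to TMD8 dual-reporter cells for 4 h at 37C with doxycycline. Green/red ratio, after filter-overlap correction, defined %Activity; red signal alone was normalised to basal cells and zero luminescence.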
ELG1 repair inh – ELG1-dependent DNA repair inhibition | 2.3% of 330,000 active | HEK293T ELG1-luciferase reporter, luminescence, 16 h; DNA damage induced by 5-fluorouridine | Potency, µM (highest dose often 46.1 µM), for inactives: top-dose activity change, negative = inhibition, actives largely listed as inhibitors; note: potency is the fitted concentration of half-maximal effect; % is set by controls: 0 for no effect and ±100 for the full control effect; nearly all actives have a fitted effect of over 55% in size
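Reporter activity after DNA damage by 5-fluorouridine is monitored. Compound-treated cells incubate 16 hr at 37 °C, then ONE-Glo is added for 30 min before luminescence reading.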
TSHR antagonist – blocks TSH signaling through the human TSH receptor; P16473; activity change, negative = inhibition, % at 11.5 µM; TSHR-expressing cells, TSH-stimulated cAMP HTRF, 2 h; stronger effect = lower value; 0.2% of 330,000 active;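 active = activity change below a set negative limit, meaning inhibition stronger than a set level, cut at about -70% in these data; inconclusive = activity change between two set negative limits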; note: % is set by controls: 0 for no effect and ±100 for the full control effect
Target sequence (P16473 whole entry, looked up): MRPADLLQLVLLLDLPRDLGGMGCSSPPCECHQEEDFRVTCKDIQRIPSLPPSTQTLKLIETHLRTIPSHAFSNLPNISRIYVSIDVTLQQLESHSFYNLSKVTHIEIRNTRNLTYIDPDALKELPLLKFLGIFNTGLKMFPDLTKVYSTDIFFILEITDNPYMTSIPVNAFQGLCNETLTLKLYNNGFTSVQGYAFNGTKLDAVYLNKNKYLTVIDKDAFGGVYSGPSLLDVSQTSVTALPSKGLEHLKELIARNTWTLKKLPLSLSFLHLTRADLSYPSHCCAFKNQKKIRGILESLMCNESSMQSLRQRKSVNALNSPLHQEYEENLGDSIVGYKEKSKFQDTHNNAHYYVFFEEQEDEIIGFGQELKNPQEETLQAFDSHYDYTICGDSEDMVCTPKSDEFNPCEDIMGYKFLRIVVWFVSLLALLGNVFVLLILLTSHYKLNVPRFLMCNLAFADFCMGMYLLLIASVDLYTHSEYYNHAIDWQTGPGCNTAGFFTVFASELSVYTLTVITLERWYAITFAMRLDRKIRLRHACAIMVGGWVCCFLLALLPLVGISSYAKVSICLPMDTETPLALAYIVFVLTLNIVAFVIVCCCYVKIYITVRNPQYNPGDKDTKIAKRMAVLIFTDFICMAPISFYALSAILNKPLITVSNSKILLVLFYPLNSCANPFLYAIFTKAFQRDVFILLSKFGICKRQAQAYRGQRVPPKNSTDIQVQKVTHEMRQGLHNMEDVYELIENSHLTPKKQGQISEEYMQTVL
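TSHR-expressing cells, 200/well, pre-treated with compound, then stimulated with EC80 TSH (4nM final) for 2 hours at 37 deg C. cAMP measured by competitive HTRF: anti-cAMP cryptate antibody in lysis buffer plus cAMP-d2, read after 30 minutes at room temperature.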
PTAP TSG101 blk – blocks PTAP/TSG101 interaction to inhibit HIV-1 budding; AID 493005; Fluorescence polarization, FITC-PTAP peptide / Tsg101 binding; 340,000 tested, under 10 active; Q99816; Potency, µM (top dose mostly 115 µM), for the others: top-dose activity change, negative = inhibition, most hits filed as inhibitors; active = well fitted inhibition curve with a large enough effect in the main read-out, with a control signal flat, not every such curve was filed as active; inconclusive = small, poorly fitted or top-dose-only effect, or effect the other way, or a change in a side signal; inactive = no such curve, though single readings can be large or run the other way; note: potency is the fitted concentration of half-maximal effect; % of control where 0% means no effect
Target sequence (Q99816 whole entry, looked up): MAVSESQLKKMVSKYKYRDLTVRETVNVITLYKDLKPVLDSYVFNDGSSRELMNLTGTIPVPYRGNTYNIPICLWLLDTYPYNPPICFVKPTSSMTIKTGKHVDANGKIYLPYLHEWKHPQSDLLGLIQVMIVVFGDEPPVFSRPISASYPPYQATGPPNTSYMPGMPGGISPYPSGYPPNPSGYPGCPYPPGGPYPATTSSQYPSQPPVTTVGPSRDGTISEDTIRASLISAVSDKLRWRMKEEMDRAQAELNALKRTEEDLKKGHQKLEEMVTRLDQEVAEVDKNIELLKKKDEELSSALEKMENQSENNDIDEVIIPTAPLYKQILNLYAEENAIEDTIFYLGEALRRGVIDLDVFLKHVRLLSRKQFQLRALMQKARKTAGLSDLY
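FP read-out: FITC-PTAP peptide, 50 nM final, binding Tsg101 binding domain, 10 uM final; 20 min, r.t.; 10 mM HEPES pH 7.5, 0.15 M NaCl, 0.01% Tween 20, 3 mM EDTA, 0.1 mM TCEP.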
Eya2 phos inh – Eya2 (human) phosphatase inhibition. recombinant Eya2, OMFP fluorescence dephosphorylation (OMFP is methylfluorescein phosphate). 0.006% of 330,000 active. Potency, µM (doses to about 76.9 µM), for the others: at the highest dose activity, negative = inhibition, most hits filed as inhibitors. O00167. AID 488837; note: potency is the fitted concentration of half-maximal effect; % is set by controls: 0 for no effect and ±100 for the full control effect
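Eya2 protein (added as 0.2 uM solution) was preincubated with compound for 10 min at ambient temperature in 50 mM HEPES pH 7.5, 50 mM NaCl, 5 uM MgCl2, 0.05% BSA, 1 mM DTT. OMFP (added at 50 uM) then reacted 10 min; fluorescence read at 485/525 nm.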
* hit, by the source's call; [ ] = another dose, or the depositor's remark. Unless noted, calls come from the whole dose curve; as a rule, active = well fitted curve in the direction sought with a large enough effect; inconclusive = small, poorly fitted or top-dose-only effect, or another doubt; inactive = no such curve, though single readings can be large; an effect the other way counts as inactive or inconclusive.

For CCCCCOc1ccc(C(C)(O)C(CN2CCOCC2)c2ccccc2)cc1 (stereo not given) the results were Integrin act MD -61%[inhibitor], TCR activator 12%, ASM inhibitor -1%, Mito fusion yeast -6%, A-T KAP1 phos -2%, Tb PFK inh 0%, Chronic BCR inh -8%, ELG1 repair inh -20%, TSHR antagonist -11, PTAP TSG101 blk 1% and Eya2 phos inh -4%.
Screening Cc1onc(-c2c(F)cccc2Cl)c1C(=O)NCc1cccs1 returned Integrin act MD -1%, TCR activator 1%, ASM inhibitor 4%, Mito fusion yeast 4%, A-T KAP1 phos -1%, Tb PFK inh -1%, Chronic BCR inh inconclusive, ELG1 repair inh 0%, TSHR antagonist -6, PTAP TSG101 blk -4% and Eya2 phos inh 3%.
O=C(NCc1cccnc1)C12CC3CC(CC(Cl)(C3)C1)C2 was read as Integrin act MD -2%, TCR activator 6%, ASM inhibitor 2%, Mito fusion yeast 3%, A-T KAP1 phos -16%, Tb PFK inh -2%, Chronic BCR inh inconclusive, ELG1 repair inh 6%, TSHR antagonist 1, PTAP TSG101 blk -1% and Eya2 phos inh -3%.
Screening O=S(=O)(NC1CCCCC1NS(=O)(=O)c1ccc(F)cc1)c1ccc(F)cc1 (stereo not given) returned Integrin act MD 1%, TCR activator -1%, ASM inhibitor -1%, Mito fusion yeast 2%, A-T KAP1 phos 9%, Tb PFK inh 9%, Chronic BCR inh -9%, ELG1 repair inh -6%, TSHR antagonist 5, PTAP TSG101 blk -5% and Eya2 phos inh 2%.
Cc1cc(N2CC(C(=O)NCc3cccnc3)CC2=O)ccc1C(C)C (stereo not given) was read as Integrin act MD -4%, TCR activator 0%, ASM inhibitor -6%, Mito fusion yeast -2%, A-T KAP1 phos -4%, Tb PFK inh -23%, Chronic BCR inh -3%, ELG1 repair inh 12%, TSHR antagonist 13, PTAP TSG101 blk 1% and Eya2 phos inh 4%.
Screening CCOC(=O)Cc1csc(NC(=O)Cc2ccc([N+](=O)[O-])cc2)n1 returned Integrin act MD 1%, TCR activator -3%[46.1 µM], ASM inhibitor 1%, Mito fusion yeast -1%, A-T KAP1 phos 1%, Tb PFK inh -7%, Chronic BCR inh -1%, ELG1 repair inh inconclusive, TSHR antagonist -8, PTAP TSG101 blk 1% and Eya2 phos inh -7%.
O=c1oc2ccccc2cc1-c1csc(Nc2nc3c(F)cccc3s2)n1 was read as Integrin act MD 13%, TCR activator 0%[46.1 µM], ASM inhibitor 28%, Mito fusion yeast 1%, A-T KAP1 phos 1%, Tb PFK inh 0%, Chronic BCR inh 2%, ELG1 repair inh inconclusive, TSHR antagonist -1, PTAP TSG101 blk 0% and Eya2 phos inh 2%.
For Cc1nnc(-c2cnn(-c3ccccc3)c2N)n1Cc1ccc(F)cc1 the results were Integrin act MD -6%, TCR activator 1%, ASM inhibitor -1%, Mito fusion yeast 5%, A-T KAP1 phos -12%, Tb PFK inh 1%, Chronic BCR inh -12%, ELG1 repair inh 5%, TSHR antagonist -11, PTAP TSG101 blk -5% and Eya2 phos inh -1%.
CCCN(CC(=O)Nc1ccccc1OC)C(=O)c1cc(-c2cccs2)nn1-c1ccccc1 was read as Integrin act MD 10%, TCR activator -1%, ASM inhibitor 1%, Mito fusion yeast inconclusive, A-T KAP1 phos 2%, Tb PFK inh 0%, Chronic BCR inh inconclusive, ELG1 repair inh inconclusive, TSHR antagonist 8, PTAP TSG101 blk 2% and Eya2 phos inh -15%.
For O=C(CBr)c1ccc([N+](=O)[O-])c(CS(=O)(=O)c2ccc(Cl)cc2)c1 the results were Integrin act MD -13%, TCR activator 3%, ASM inhibitor -2%, Mito fusion yeast 3%, A-T KAP1 phos 16%, Tb PFK inh 0%, Chronic BCR inh inconclusive, ELG1 repair inh inconclusive, TSHR antagonist -23, PTAP TSG101 blk -4% and Eya2 phos inh 15%.
Screening CC(NCC(=O)Nc1ccccc1C(=O)NC1CC1)c1ccc(S(C)(=O)=O)cc1 (stereo not given) returned Integrin act MD 0%, ASM inhibitor -1%, Mito fusion yeast 3%, A-T KAP1 phos -1%, Tb PFK inh 0%, Chronic BCR inh inconclusive, ELG1 repair inh -5%, TSHR antagonist 21, PTAP TSG101 blk 0% and Eya2 phos inh 12%.
`CCOC(=O)c1cn[nH]c1NC(=S)Nc1ccc(Cl)cc1` gave Integrin act MD -33%, TCR activator 8%, ASM inhibitor 9%, Mito fusion yeast 9%, A-T KAP1 phos -1%, Tb PFK inh 0%, Chronic BCR inh 2%, ELG1 repair inh inconclusive, TSHR antagonist -11, PTAP TSG101 blk 1% and Eya2 phos inh 10%.
CCOC(=O)N1CCN(Cc2nc3cc([N+](=O)[O-])ccc3n2C)CC1 was read as Integrin act MD 4%, TCR activator -19%, ASM inhibitor -5%, Mito fusion yeast 11%, A-T KAP1 phos 3%, Tb PFK inh -4%, Chronic BCR inh -1%, ELG1 repair inh 0%, TSHR antagonist 12, PTAP TSG101 blk 1% and Eya2 phos inh 3%.
For O=C(CN1CCN(S(=O)(=O)c2ccc(F)cc2)CC1)c1ccc(O)c(O)c1 the results were Integrin act MD -6%, TCR activator 3%, ASM inhibitor -4%, Mito fusion yeast 1%, A-T KAP1 phos -3%, Tb PFK inh -29%, Chronic BCR inh 3%, ELG1 repair inh inconclusive, TSHR antagonist 0, PTAP TSG101 blk 0% and Eya2 phos inh -8%.
Screening CCCC(=O)c1ccc(N2CCCC2)c(F)c1 returned Integrin act MD -9%, TCR activator -4%[46.1 µM], ASM inhibitor -2%, Mito fusion yeast 7%, A-T KAP1 phos 5%, Tb PFK inh -5%, Chronic BCR inh inconclusive, ELG1 repair inh inconclusive, TSHR antagonist -8, PTAP TSG101 blk 1% and Eya2 phos inh -3%.
For Cc1ccccc1Cc1ccc(Cl)nn1 the results were Integrin act MD 8%, TCR activator 4%, ASM inhibitor 4%, Mito fusion yeast 1%, A-T KAP1 phos 2%, Tb PFK inh 4%, Chronic BCR inh 1%, ELG1 repair inh -3%, TSHR antagonist 6, PTAP TSG101 blk -1% and Eya2 phos inh -3%.
`CCCCC(=O)Nc1nnc(C)s1` gave Integrin act MD 11%, TCR activator 6%, ASM inhibitor -1%, Mito fusion yeast -1%, A-T KAP1 phos 7%, Tb PFK inh 0%, Chronic BCR inh 2%, ELG1 repair inh 3%, TSHR antagonist 5, PTAP TSG101 blk -4% and Eya2 phos inh 0%.
CCC(=O)NC(=S)Nc1cccc(Cl)c1N1CCCC1 was read as Integrin act MD -5%, TCR activator -3%, ASM inhibitor 0%, Mito fusion yeast 2%, A-T KAP1 phos 13%, Tb PFK inh -2%, Chronic BCR inh 2%, ELG1 repair inh 9%, TSHR antagonist -2, PTAP TSG101 blk -1% and Eya2 phos inh 7%.
`O=C(O)CCCCCN1C(=O)CCC1=O` gave Integrin act MD 19%, TCR activator -3%, ASM inhibitor -2%, Mito fusion yeast -1%, A-T KAP1 phos 8%, Tb PFK inh 0%, Chronic BCR inh 5%, ELG1 repair inh 1%, TSHR antagonist 23, PTAP TSG101 blk -1% and Eya2 phos inh 1%.
For O=C(CN1CC(=O)Oc2ccccc21)OCC(=O)c1ccccc1 the results were Integrin act MD -43%[inhibitor], TCR activator 0%, ASM inhibitor 0%, Mito fusion yeast 3%, A-T KAP1 phos 2%, Tb PFK inh -1%, Chronic BCR inh inconclusive, ELG1 repair inh 2%, TSHR antagonist 1, PTAP TSG101 blk -6% and Eya2 phos inh -14%.
`Cc1cccc(-n2cc(CN3CCN(Cc4nccn4C)CC3)c(-c3cccc(F)c3)n2)c1` gave Integrin act MD -27%, TCR activator 2%, ASM inhibitor -1%, Mito fusion yeast -4%, A-T KAP1 phos 5%, Tb PFK inh -3%, Chronic BCR inh inconclusive, ELG1 repair inh 18µM*, TSHR antagonist -7, PTAP TSG101 blk -5% and Eya2 phos inh -5%.
`CC(C)C(=O)N1CCc2cc(-c3csc(N)n3)ccc21` gave Integrin act MD -7%, TCR activator 0%, ASM inhibitor 11%, Mito fusion yeast 0%, A-T KAP1 phos -2%, Tb PFK inh 0%, Chronic BCR inh -12%, ELG1 repair inh inconclusive, TSHR antagonist -9, PTAP TSG101 blk -8% and Eya2 phos inh -5%.
